S100A4 inh HTS – inhibitors of S100A4-myosin IIA peptide binding, primary screen, biochemical, fluorescence polarization, TAMRA-MyoIIA peptide | AID 652163, 2013 | inhibition, % at 10.7 µM | Protein S100-A4 (Homo sapiens), P26447 | 0.14% of 360,000 active;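 active = mean inhibition of at least 70% across replicates, with every replicate also reaching that level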
Target sequence (P26447 whole entry, looked up): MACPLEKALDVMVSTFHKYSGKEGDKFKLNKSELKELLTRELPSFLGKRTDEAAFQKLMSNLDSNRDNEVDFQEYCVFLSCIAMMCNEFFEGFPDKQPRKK
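Test system: S100A4 monomer protein; Medium: HEPES pH 7.2 with CaCl2, KCl, NaCl, DTT, Triton; Probe or stimulus: TAMRA-labelled myosin IIA heavy-chain peptide probe, 5 nM; Doses: one dose per compound; Times: polarization read 5 min after assay mix addition, stable 5–60 min; Benchmarks: neutral control DMSO, positive control TFP.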
Xi reactivation – activators of inactive X chromosome reactivation, primary screen, imaging, XiGFP fibroblasts, GFP high-content imaging, set 2; XiGFP mouse fibroblasts, % GFP-positive cells imaging, 3 d; cells co-treated with 5-aza-dC sensitizer; scaled so ellipticine positive control = 100%; activation, % at 7.58 µM; 0.055% of 360,000 active; AID 743238, 2013;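 active = mean normalized replicate activation at least 10% and every replicate at or above 10%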;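 also: 0% = median of on-plate neutral control wells and 100% = ellipticine 6 µM median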
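material = 68-5-11 XiGFP fibroblast line | medium = DMEM plus 5-aza-dC sensitizer | schedule = 3 days compound exposure | benchmarks = positive control ellipticine, 6 µM final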
Statin myotox sup – suppressors of statin myotoxicity in C2C12 myotubes, primary screen, cell-based, single point, plate reader; 0.78% of 330,000 active; rescue of ATP level, % at 7.49 µM; AID 602340, 2012; C2C12 myotubes + simvastatin, ATP luminescence, 48 h; scaled: DMSO 0, geranylgeraniol control 100;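 active = mean ATP rescue above about 67%, or every replicate alone reaching that limit, limit read from the data, passing the limit was not always enough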;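 also: myotubes were challenged with 10 µM simvastatin during compound exposure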
LGR2 inh – inhibitors of bursicon-induced LGR2 CRE-luciferase signal, primary screen, cell-based, HEK293, CRE-luciferase reporter, bursicon stimulation. Drosophila bursicon receptor LGR2 (rickets). bursicon-stimulated, 4 h. inhibition, % at 9.99 µM. 0.35% of 380,000 active. AID 720647, 2013;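 active = drop in luminescence signal, shown as inhibition above about 50% in the replicate tests, limit read from the data, passing the limit was not always enough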;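 also: agonist challenge used bursicon conditioned medium at about half maximal strength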
PGC1a acetyl inh – inhibitors of PGC1a acetylation signal, primary screen, cell-based, U2OS, AlphaScreen, inhibitor mode | AlphaScreen anti-acetyl-lysine; with virally co-expressed GCN5 acetyltransferase | inhibition, % at 15.6 µM | 0.17% of 350,000 active | AID 651687, 2012;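 active = every replicate shows inhibition of at least 40%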;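 also: 0% = neutral control wells and 100% = positive control wells; some results beyond the cut were filed as inactive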
Cneo AK release – Cryptococcus neoformans cell lysis inducers, primary screen, AK release luminescence, single concentration. C. neoformans lysis, adenylate kinase release luminescence, 4 h; normalised: neutral wells 0, clomiphene wells 100. lysis activity, % at 15 µM. 0.2% of 360,000 active;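 active = mean lysis activity across replicates of at least 80%, whatever share of replicates individually reach that level; inactive = mean lysis activity below 80%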
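Test system: log-phase Cryptococcus neoformans yeast cells. Input: 5 × 10^6 yeast cells/mL. Medium: fresh YPD growth medium. Doses: single dose. Incubation: static 4 h at 37 °C with compound, 1 h detection. Measured by: luminescent adenylate kinase detection reagent. Read-out: signal increase indicating cell lysis. Benchmarks: Clomiphene.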
ERAP1 inh – human ERAP1 aminopeptidase inhibitors, primary screen, biochemical, single point, plate reader | recombinant ERAP1, Leu-AMC fluorescence, 60 min | Endoplasmic reticulum aminopeptidase 1 (Homo sapiens), Q9NZ08 | 0.15% of 340,000 active | inhibition, % at 10.7 µM;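 active = mean replicate inhibition of at least 30%, or all replicates individually reaching that 30% level; inactive = mean below 30% and not every replicate reaching it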;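 also: 0% = neutral control wells and 100% = L-leucinethiol positive control wells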
SIRT5 inh – SIRT5 desuccinylase inhibitors, primary screen, biochemical, fluorescence imaging, single point, set 5; NAD-dependent protein deacylase sirtuin-5, mitochondrial (Homo sapiens), Q9NXA8; Purified SirT5, succinyl-peptide AMC, trypsin-coupled fluorescence; inhibition, % at 15 µM; 1.1% of 330,000 active; AID 652115, 2013; in the data active = inhibition above about 15%
Target sequence (Q9NXA8 whole entry, looked up): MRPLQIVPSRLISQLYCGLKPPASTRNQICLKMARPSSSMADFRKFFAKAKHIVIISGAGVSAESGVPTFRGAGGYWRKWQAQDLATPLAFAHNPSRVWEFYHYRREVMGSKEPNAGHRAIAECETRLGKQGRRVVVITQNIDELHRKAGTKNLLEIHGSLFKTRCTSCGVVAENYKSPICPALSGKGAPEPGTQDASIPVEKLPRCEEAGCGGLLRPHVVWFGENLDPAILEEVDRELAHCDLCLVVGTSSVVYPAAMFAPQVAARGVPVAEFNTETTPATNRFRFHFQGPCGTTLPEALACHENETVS
The depositor's hits bear a star; / = not tested or not shown; & = joins results of further samples. These rows are one share of the data; the hit share may differ from the screen's.

SMILES	S100A4 inh HTS	Xi reactivation	Statin myotox sup	LGR2 inh	PGC1a acetyl inh	Cneo AK release	ERAP1 inh	SIRT5 inh
C[C@H](CO)N1C[C@H](C)[C@@H](CN(C)S(=O)(=O)c2ccccc2)OCc2cn(nn2)CCCC1=O	-5&-2&7	0.7&-0.1	4&-10&-14	-7&11	2&1	0&3&-14	0&1&-3	-7&-10&-6
O=C(COC(=O)CNS(=O)(=O)c1ccc2ccccc2c1)Nc1ccc2c(c1)OCO2	-3	0.1	/	/	/	/	5	-1
COc1ccc(N(C=O)C(C(=O)Nc2c(C)cccc2C)c2ccccc2)cc1 (configuration not stated)	-4	0.2	/	3	/	/	2	1
O=[N+]([O-])c1ccccc1NC1CCN(Cc2ccccc2)CC1	2	0.2	/	-2	/	/	/	2
COc1ccc(S(=O)(=O)Nc2ccc3c(c2)CC(=O)N([C@@H](C)CO)C[C@@H](C)[C@H](CN(C)C(=O)NC(C)C)O3)cc1	2	0.3	3	-7	4	0	0	1
COc1cc(CNC[C@H]2O[C@@H](n3cc(C)c(=O)[nH]c3=O)C[C@@H]2O)ccc1OCc1cccc(Cl)c1	-2	0.4	-1	-15	11	0	-2	1
O=C(N[C@@H]1C=C[C@@H](CC(=O)N2CCCCC2)O[C@@H]1CO)c1cccc(F)c1	-62	0.7	-9	-9	-9	-1	1	0
Cc1cc(C(=O)OCC(=O)N2CC(=O)Nc3ccccc32)c(C)n1-c1ccccc1	/	0.4	/	2	3	3	/	/
CCN(CC)CCC(=O)Nc1cccc2c1C(=O)c1ccccc1C2=O	0	0.0	25	/	-13	-1	-1	-2
O=C(CSc1ccccc1)N1CCCC(Nc2ccccc2)C1 (configuration not stated)	-2	0.1	13	7	-6	-2	1	0
CCCCCC(=O)NC1CCCCN(C)C1=O (configuration not stated)	-3	0.2	/	2	/	/	1	/
CC[C@]12c3[nH]c4ccc(Cl)cc4c3CCN1C(=O)[C@@H](CC(=O)NCc1cccc(C(F)(F)F)c1)C[C@@H]2C(=O)N1CCN(C(=O)c2ccco2)CC1	-1	-0.1	-8	-13	-2	1	-2	-2
CNC(=O)c1ccsc1NC(=O)c1ccc2c(c1)CCCC2	-7	0.2	/	-102	-6	-6	-3	-2
Cc1noc(C)c1S(=O)(=O)Nc1ccc2c(c1)C(=O)N([C@@H](C)CO)C[C@H](C)[C@H](CN(C)CC1CCCCC1)OCCCC[C@H](C)O2	9	-1.1	-28	11	/	2	-2	-2
CCCCn1c(N)c(N(CCC)C(=O)C2CCCC2)c(=O)[nH]c1=O	-2	0.2	27	5	2	1	17	-4
COc1ccccc1C(=O)C1CCCN(C(=O)Nc2ccccc2F)C1 (configuration not stated)	-2	0.2	-2	-54	-13	-1	9	-5
COc1cccc(-c2cn(CC[C@H]3CC[C@H](NC(C)=O)[C@@H](CO)O3)nn2)c1	6	0.2	-2	-4	-5	-1	1	-5
O=C(NCc1cccnc1)c1cc(C2CCCCN2C(=O)OCCF)on1 (configuration not stated)	-3	0.0	3	0	11	-3	-3	/
C[C@H]1CN([C@@H](C)CO)C(=O)c2cc(-c3cccc(F)c3)cnc2O[C@H]1CN(C)C(=O)C1CCOCC1	-8	0.7	-12	-4	8	-4	0	-3
CC(C)NC(=O)N(C)C[C@@H]1Oc2ccc(NC(=O)CCCCCC(=O)Nc3ccccc3N)cc2CC(=O)N([C@H](C)CO)C[C@@H]1C	-4	0.0	15	-9	6	7	1	/
COc1ccc(C(=O)NCCSCc2ccco2)cc1OC	-2	/	/	-2	/	/	-2	-2
Cc1ccccc1-c1ccc([C@@H]2[C@@H](CO)N3C(=O)CN(C(=O)Nc4ccc(F)cc4)C[C@@H]23)cc1	-19	0.1	/	-11	13	/	0	2
O=C(O)c1ccc([N+](=O)[O-])nc1	1	0.2	1	-6	2	0	-2	/
O=C(O)CSc1cc(NS(=O)(=O)c2ccc(Br)cc2)c2ccccc2c1O	10	0.2	11	1	/	-9	4	1
COC(=O)C1C(=O)c2c([nH]c(C(=O)OC3CCCCCC3)c2C)CC1C (configuration not stated)	-2	0.3	2	-67	/	1	-2	/

Record cards, as listed above. Order of values: S100A4 inh HTS | Xi reactivation | Statin myotox sup | LGR2 inh | PGC1a acetyl inh | Cneo AK release | ERAP1 inh | SIRT5 inh
O=C(O)CSc1cc(NS(=O)(=O)c2ccc(Br)cc2)c2ccccc2c1O as listed: 10 | 0.2 | 11 | 1 | / | -9 | 4 | 1
Cc1cc(C(=O)OCC(=O)N2CC(=O)Nc3ccccc32)c(C)n1-c1ccccc1 as listed: / | 0.4 | / | 2 | 3 | 3 | / | /

More entries follow:
SMILES	S100A4 inh HTS	Xi reactivation	Statin myotox sup	LGR2 inh	PGC1a acetyl inh	Cneo AK release	ERAP1 inh	SIRT5 inh
COc1ccc(C2=NOC(C)(c3nnc(-c4ccc(Cl)cc4)o3)C2)cc1 (configuration not stated)	2	-0.1	7	-20	/	-4	0	-3
CSc1ncccc1C(=O)OCC(=O)NC(C)CCc1ccccc1 (configuration not stated)	0	0.8	15	-6	1	1	-2	0
CC(C)(C)n1nnnc1C(c1cccnc1)N1CCN(c2ccccn2)CC1 (configuration not stated)	-5	0.0	/	9	-2	/	-1	0
Cc1cc2oc(=O)cc(CN(C)Cc3ccccc3)c2cc1C	-1	0.0	-3	-49	7	2	2	2
CCCCN1C2=NC(c3ccccc3)CN2c2ccccc21 (configuration not stated)	-1	0.0	/	10	-4	/	/	-1
CN(C)CCCN(Cc1ccccc1)C(=S)Nc1ccc(SC(F)F)cc1	-2	-0.2	-13	24	/	/	1	-10
O=C(NCc1cccc(CNC(=O)C(=O)NCC2CCCO2)c1)C(=O)NCC1CCCO1 (configuration not stated)	-4	0.0	/	17	4	/	2	-1
Cc1oc2ccc(NS(=O)(=O)c3ccc(F)cc3)cc2c1C(=O)O	-14	0.4	-5	11	/	3	2	0
CCc1cc(C(=O)N2CCN(c3ncc(C(F)(F)F)cc3Cl)CC2)sc1C	-6	0.3	-9	12	/	1	0	-3
CC(SCc1ccccc1)C(=O)NN=C1CCN(C)CC1 (configuration not stated)	-4	/	6	-1	-8	2	1	-13
O=C(CN1C(=O)c2ccccc2S1(=O)=O)N1CCCCC1	-5	0.0	3	-45	/	-1	0	2
COCCNC(=O)[C@@H]1[C@@H](CO)[C@@H]2Cn3c(ccc(-c4ccccc4F)c3=O)[C@@H]2N1C(=O)C1CCC1	-27	0.1	/	17	/	/	2	-17
COc1cccc(NC(=O)C2CC2)c1	2	0.1	4	-5	12	3	-1	/
Cc1cccc(-c2noc(CN(C(=O)c3c(-c4ccccc4Cl)noc3C)C(C)C)n2)c1	-3	0.0	-1	9	6	0	/	/
Cc1ccccc1-c1ccc2c(c1)O[C@@H](CN(C)Cc1ccc(C(=O)O)cc1)[C@@H](C)CN([C@H](C)CO)S2(=O)=O	-4&0&1	0.0&0.0	-8&10&10	10&-26	1&9&8	0&-6&1	-14&2&-19	-3&3&-6
COC(=O)CSc1nnc(C)n1-c1cccc(C#N)c1	-5	/	-31	2	-5	-1	-4	-3
Cc1cc(C)cc(NC(=O)CN2C(=O)COc3ccc(S(=O)(=O)N4CCCC4)cc32)c1	2	0.0	11	3	1	20	0	-2
Oc1ccc(/C=N/n2c(-c3ccccc3)n[nH]c2=S)cc1Br	2	0.0	-3	12	3	3	6	-1
O=C(CCCc1nc(-c2ccc(Cl)cc2)no1)NC1CCCC1	0	0.1	-6	14	4	2	3	0
CCC(=O)N1C[C@H](C)[C@@H](OC)CN(C)C(=O)c2cc(NC(=O)C3CC3)ccc2OC[C@H]1C	-14	-0.2	-6	6	/	-1	1	-4
CC(=O)Nc1ccc(C(=O)NCCCSc2ccccc2)cc1	0	0.3	/	0	6	2	6	-2
COc1ccc(NC(=O)C2=CC(c3ccc(C)cc3)=NS(=O)(=O)N2C)cc1OC	4	-0.3	18	-3	-1	1	1	1
COc1ccc(-n2c(=O)[nH]cc(C(=O)N3CCc4ccccc43)c2=O)cc1	-1	/	-1	2	-15	1	1	/
O=C(O)CNC(=S)N(Cc1ccccc1Cl)C1CCCC1	-2	0.0	/	17	3	/	-2	2
O=C1c2ccccc2C(c2nnnn2-c2ccc3c(c2)OCCO3)N1CCc1ccccc1F (configuration not stated)	-8	0.1	/	-7	/	/	/	-3
Other entries
SMILES	S100A4 inh HTS	Xi reactivation	Statin myotox sup	LGR2 inh	PGC1a acetyl inh	Cneo AK release	ERAP1 inh	SIRT5 inh
CCCC(O)(CCN(C)C)c1ccc(OC)cc1 (configuration not stated)	/	/	-21	3	-7	1	/	/
CO[C@H]1CN(C)C(=O)c2cc(NC(=O)C3CCC3)ccc2OC[C@@H](C)N(Cc2ccccn2)C[C@@H]1C	0	0.0	-2	-3	-2	-5	5	2
Cn1nccc1C(=O)N1CCCC(Nc2ccc(F)cc2)C1 (configuration not stated)	-4	0.0	4	15	8	-3	0	-2
COC(=O)C1=CN(c2ccc(Oc3ccccc3)cc2)C(N)=C(C#N)C1c1ccc(-c2ccccc2)cc1 (configuration not stated)	-1	0.0	/	6	/	/	3	-1
Cc1ccc(N(CC(=O)NCC2CCCO2)S(=O)(=O)c2ccccc2)c(C)c1 (configuration not stated)	-26	0.2	12	-8	/	12	-2	6
CN1c2ccc(-c3ccccc3F)cc2[C@@H]2[C@@H](CCN2C(=O)c2ccccn2)[C@H]1CO	5	0.0	18	-27	5	4	4	2
COc1ccc(NC(=S)NCC(O)c2ccccc2)c(OC)c1 (configuration not stated)	2	-0.5	4	9	-9	0	-1	-1
O=C(Nc1ccccc1F)N1CCCCN2[C@H](CO)[C@@H](c3ccc(C#Cc4cccnc4)cc3)[C@H]2C1	2	0.2	0	9	10	-1	0	1
CC1=NC(C)(C)CC2CCC(O)C12 (configuration not stated)	3	0.0	11	/	12	/	-4	1
COc1ccccc1-c1ccc([C@H]2[C@H](CO)N3CCCCN(C(=O)NC4CCCC4)C[C@@H]23)cc1	6	0.2	7	-19	-8	-3	1	-4
CC(C)c1ccc(S(=O)(=O)N2CCN(C(=O)C3CCN(C(=O)c4ccc(F)cc4)CC3)CC2)cc1	-9	0.1	-3	-7	-20	2	0	0
CCCCn1c(N)c(N(CC(C)C)C(=O)CCS(=O)(=O)c2ccc(C)cc2)c(=O)[nH]c1=O	-3	0.0	5	11	/	5	-1	-1
CN(Cc1ccncn1)C(=O)CC1C(=O)NCCN1Cc1cccc(Oc2ccccc2)c1 (configuration not stated)	-6	0.0	2	5	9	0	-4	8
C[C@@H]1CN([C@H](C)CO)C(=O)Cc2cc(NC(=O)C3CCCCC3)ccc2O[C@@H]1CN(C)S(=O)(=O)c1cccs1	-33	0.1	15	6	-6	1	1	-4

As entered above.
`CN(Cc1ccncn1)C(=O)CC1C(=O)NCCN1Cc1cccc(Oc2ccccc2)c1` (configuration not stated) in LGR2 inh → 5
`COc1ccc(NC(=S)NCC(O)c2ccccc2)c(OC)c1` (configuration not stated) in ERAP1 inh → -1

From PubChem
